High-throughput results from PubChem BioAssay.
PLCg1 inh: PLC-gamma1 enzyme inhibitors, primary screen, biochemical, fluorescence, purified enzyme | 1-phosphatidylinositol 4,5-bisphosphate phosphodiesterase gamma-1 (Homo sapiens), P19174 | fluorogenic substrate | inhibition, % at 12.2 µM | 0.84% of 370,000 active | AID 720700, 2013; in the data active = inhibition above about 9.5%
LEDGF integ inh: blockers of LEDGF/p75-dependent integrase strand transfer – biochemical, TR-FRET, high throughput, primary screen; HIV-1 integrase (with human LEDGF/p75); TR-FRET IN-LEDGF/p75 DNA integration, Eu/Cy5; inhibition, % at 3.7 µM; 0.64% of 370,000 active; AID 743269, 2014;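 active = inhibition above the screen-wide mean plus 3 SD, cut at about 13% in these data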;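 note: signal is the Cy5 over europium emission ratio at 671 and 618 nm; 0% = plate median of compound wells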
proKLK7 act: proKLK7 zymogen activators, primary screen, biochemical, fluorescence intensity; Kallikrein-7 (Homo sapiens), P49862; purified proKLK7, EDANS-DABCYL substrate fluorescence; 100% is mature enzyme control, 0% vehicle; activation, % at 7 µM; 0.9% of 370,000 active; AID 652039, 2013;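 active = activation above the mean of all tested compounds plus 3 SD, computed per campaign excluding outliers beyond control limits, cut at about 13% in these data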
ASAP1 GAP inh: inhibitors of human ASAP1 ArfGAP activity, primary screen, biochemical, fluorescence polarization; 0.19% of 360,000 active; inhibition, % at 16.5 µM; Arf-GAP with SH3 domain, ANK repeat and PH domain-containing protein 1 (Homo sapiens), …; AID 624377, 2012; ASAP1-stimulated ARF1 GTP hydrolysis, GDP FP detection; in the data active = inhibition above about 25%;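 note: 0% = vehicle with enzyme and substrate and 100% = no enzyme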
ARFGAP1 inh: inhibitors of rat ARFGAP1 GAP activity, primary screen, biochemical, fluorescence polarization, GDP tracer | ADP-ribosylation factor GTPase-activating protein 1 (Rattus norvegicus), Q62848 | Arfgap1-stimulated ARF1 GTP hydrolysis, GDP FP detection | inhibition, % at 16.5 µM | 0.26% of 360,000 active;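 active = inhibition above a per-plate limit, mean inhibition of low control wells plus 3 SD, cut at about 25% in these data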;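 note: 0% = DMSO wells with enzyme and 100% = wells lacking Arfgap1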
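Material: rat Arfgap1 catalytic domain, aa 1-136; also added: human ARF1(Δ1-17)-GTP substrate; compound dosing: one concentration, 16.5 µM, DMSO 1.26%; incubation: GTP hydrolysis reaction 2 h at 25 °C; measured by: Tracer-displacement fluorescence polarization with EDTA stop, 620/688 nm; evaluation: % inhibition from polarization; repeats: one replicate per compound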
DDE Tn6 FP inh: inhibitors of Tn6 peptide binding to fibrin DD(E), primary screen, biochemical, fluorescence polarization, human fibrin, Tn6 probe; inhibition, % at 8.3 µM; Fibrinogen beta chain (Homo sapiens), P02675; Fibrin DD(E) TRITC-Tn6 fluorescence polarization displacement; 0.21% of 370,000 active; AID 720509, 2013;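 active = inhibition above a per-campaign cutoff: mean of compounds within control limits plus 3 SD, cut at about 15% in these data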;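 note: 0% = median of all compound wells on the plate and 100% = blocking peptide control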
Target sequence (P02675 whole entry, looked up): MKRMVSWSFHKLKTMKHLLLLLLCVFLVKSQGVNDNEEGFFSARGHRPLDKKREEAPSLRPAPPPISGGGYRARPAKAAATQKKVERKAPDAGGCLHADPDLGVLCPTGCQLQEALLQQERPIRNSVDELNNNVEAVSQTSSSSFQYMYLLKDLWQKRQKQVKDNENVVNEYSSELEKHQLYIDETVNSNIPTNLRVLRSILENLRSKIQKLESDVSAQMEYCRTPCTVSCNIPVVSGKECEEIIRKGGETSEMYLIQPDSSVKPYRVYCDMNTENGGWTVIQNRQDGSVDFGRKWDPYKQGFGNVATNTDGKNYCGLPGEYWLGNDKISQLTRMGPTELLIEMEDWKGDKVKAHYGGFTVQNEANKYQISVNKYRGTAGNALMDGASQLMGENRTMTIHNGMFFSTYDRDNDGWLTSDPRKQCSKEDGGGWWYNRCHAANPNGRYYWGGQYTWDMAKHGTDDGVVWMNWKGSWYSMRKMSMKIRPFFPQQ
DDE Tn7 FP inh: inhibitors of Tn7 peptide binding to fibrin DD(E), primary screen, biochemical, fluorescence polarization, human fibrin, Tn7 probe. Fibrinogen beta chain (Homo sapiens), P02675. FP displacement of FITC-Tn7 peptide from fibrin DD(E); 0% = median of compound wells per plate. inhibition, % at 8.3 µM. 0.13% of 370,000 active. AID 720508, 2013;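 active = inhibition above the mean of compounds falling within the control limits plus 3 SD of them, cut at about 14% in these data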;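 note: 0% = plate median of compound wells and 100% = 10 µM Aha-Tn7 peptide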
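assay system = human clot-derived fibrin DD(E) complex | quantity = Fibrin-DD(E) at 2 µM final | timing = 10 min preincubation, 3 h with tracer, room temperature | signal = fluorescence polarization | measure = percent inhibition | benchmarks = high control wells with 10 µM unlabelled Aha-Tn7 peptide (full inhibition) | replicates = singlicate testing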
TDP2 absorb: human TDP2 enzyme inhibitors, primary screen, biochemical, epi absorbance, recombinant enzyme. Tyrosyl-DNA phosphodiesterase 2 (Homo sapiens), O95551. T5PNP hydrolysis, p-nitrophenol absorbance 415 nm. inhibition, % at 12.8 µM. 0.34% of 370,000 active. AID 720702, 2013;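 active = inhibition above the mean of all tested compounds plus 3 SD, set per campaign, cut at about 25% in these data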;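 note: 0% = DMSO with enzyme and 100% = buffer with substrate but no TDP2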
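Test system: Human TDP2 enzyme | Reagent: 5 mM T5PNP | Compound dosing: 12.8 µM single point, 1% DMSO | Incubation: Enzyme reaction with compound for 2 h at 37 °C | Technique: p-Nitrophenol epi absorbance | Read-out: % inhibition relative to enzyme-containing and enzyme-free wells | Benchmarks: High control without enzyme, low control DMSO plus TDP2 | Replicates: Singlicate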
ADAM17 inh: ADAM17 inhibitors, primary screen, biochemical, QFRET. recombinant ADAM17, EDANS/DABCYL FRET peptide cleavage. inhibition, % at 6.95 µM. 0.83% of 370,000 active. AID 720648, 2013;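 active = inhibition above the mean of compounds lying between control limits plus 3 SD, set per campaign, cut at about 8.5% in these data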;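 note: 0% = DMSO-only wells as the low control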
ADAM10 inh: human ADAM10 inhibitors, primary screen, biochemical, QFRET, HTS; Disintegrin and metalloproteinase domain-containing protein 10 (Homo sapiens), O14672; recombinant ADAM10, EDANS/DABCYL FRET peptide cleavage, 3 h; inhibition, % at 7 µM; 0.62% of 370,000 active; AID 720582, 2013;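 active = inhibition above a per-campaign cutoff equal to the mean of compounds falling between control-based bounds plus 3 SD, cut at about 20% in these data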;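 note: 0% = DMSO wells while the 100% control is not disclosed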
Target sequence (O14672 214-748 limits assumed): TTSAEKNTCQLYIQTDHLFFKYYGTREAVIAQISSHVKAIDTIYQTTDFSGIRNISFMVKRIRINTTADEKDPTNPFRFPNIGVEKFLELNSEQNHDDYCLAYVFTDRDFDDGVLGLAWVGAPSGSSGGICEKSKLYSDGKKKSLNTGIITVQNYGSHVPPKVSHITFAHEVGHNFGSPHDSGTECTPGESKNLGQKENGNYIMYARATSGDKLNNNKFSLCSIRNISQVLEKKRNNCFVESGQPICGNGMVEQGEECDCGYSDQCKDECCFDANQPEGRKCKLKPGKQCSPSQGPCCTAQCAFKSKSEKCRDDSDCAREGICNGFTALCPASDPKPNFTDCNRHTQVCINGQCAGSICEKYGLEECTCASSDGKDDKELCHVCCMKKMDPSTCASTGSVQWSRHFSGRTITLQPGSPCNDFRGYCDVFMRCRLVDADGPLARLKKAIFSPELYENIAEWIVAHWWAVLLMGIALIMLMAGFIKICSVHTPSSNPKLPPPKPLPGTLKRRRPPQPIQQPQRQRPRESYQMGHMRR
Numbers without * were called inactive; . = no result given.

DDE Tn7 FP inh | TDP2 absorb | ARFGAP1 inh | ASAP1 GAP inh | LEDGF integ inh | DDE Tn6 FP inh | ADAM17 inh | PLCg1 inh | ADAM10 inh | proKLK7 act | Molecule
2.9 | 2.8 | 6.3 | 0.2 | -0.3 | 4.1 | -3.8 | -3.3 | -14.1 | -0.4 | O=C(O)c1cccc(N2C(=O)c3ccc(Oc4ccc(Cl)cc4)cc3C2=O)c1
-6.8 | 5.2 | . | . | -2.1 | 1.9 | -4.1 | -0.8 | -6.7 | 0.2 | CC(=O)CC[C@@H]1CC[C@]2(CCCN(C(=O)c3ccco3)C2)O1
-4.4 | -19.7 | 1.1 | -8.4 | 3.6 | 1.7 | 0.2 | -0.7 | 3.5 | -0.1 | Cc1ccc(C(=O)Nc2nnc(SCC(=O)N3CCCc4ccccc43)s2)cc1
-4.8 | -0.8 | 7.7 | 7.6 | 0.0 | 3.2 | 3.9 | 5.2 | 5.6 | -0.5 | N#Cc1ccc(C23CC4(C2)[C@H](CN(Cc2ccc(-c5ccccc5)cc2)[C@@H]4c2ccccc2)C3c2ccc(C(F)(F)F)cc2)cc1 (stereo partly drawn)
-1.1 | -10.6 | 15.8 | -10.2 | 1.6 | 2.7 | -0.2 | 5.7 | -2.0 | 0.1 | COc1ccc(-c2sccc2C(C)C(=O)O)cc1 (stereo not drawn)
-2.2 | 8.5 | -0.1 | 11.2 | 1.2 | -3.1 | -1.3 | 0.1 | 0.6 | -0.2 | O=C(O)CNC(=S)N(Cc1ccccc1)Cc1cccs1
-6.9 | -12.4 | 9.8 | 12.6 | 0.0 | -3.4 | -0.1 | 3.9 | -3.1 | -0.5 | c1ccc(CSc2n[nH]c(-c3ccco3)n2)cc1
-2.1 | -3.5 | -4.0 | -12.8 | -1.5 | 0.4 | -3.2 | -2.8 | -9.7 | 0.0 | CCc1nc2c(OCc3ccccc3C)cccn2c1N(C)C(=O)c1ccco1
-1.1 | 1.2 | 4.1 | 1.4 | -2.0 | -7.4 | 2.4 | 0.8 | -12.5 | -0.1 | CCOc1ccc(NC(=O)N2CCC(n3c(=O)[nH]c4ccccc43)CC2)cc1
1.8 | 7.6 | 3.8 | -3.2 | -2.9 | -1.5 | -4.5 | 2.8 | 5.1 | -0.4 | CCCS(=O)(=O)N1CCN(CC2CC3C=CC2C3)CC1 (stereo not drawn)
-6.1 | 4.2 | 5.4 | -4.8 | 1.8 | -0.7 | -4.5 | -1.8 | 0.6 | 0.0 | CC(=O)OC(C(=O)n1nc(C)cc1C)c1ccccc1 (stereo not drawn)
-2.8 | -0.7 | 12.8 | -0.9 | 2.0 | -3.5 | -0.6 | 3.0 | -4.6 | -0.6 | CC(=O)NCCc1ccc(S(=O)(=O)NC2OC(=O)c3ccccc32)cc1 (stereo not drawn)
-5.9 | 8.6 | 5.5 | 10.6 | -3.0 | -1.9 | 6.9 | -0.6 | 18.1 | 0.0 | CN(c1cccc(NC(=O)CN(c2ccc(Cl)c(Cl)c2)S(=O)(=O)c2ccccc2)c1)S(C)(=O)=O
-1.1 | 4.0 | 6.3 | -5.9 | 2.7 | 10.7 | -2.9 | -2.8 | -7.5 | -0.2 | CCN(CC)CCCNC(=O)c1ccc(S(=O)(=O)Nc2ccc(C)c(C)c2)cc1
-2.2 | 0.3 | 2.5 | -3.1 | 4.1 | 1.9 | -3.8 | -5.8 | -2.2 | 0.4 | CCC1S/C(=C(\C#N)C(=O)NCc2ccco2)N(c2ccc(F)cc2)C1=O (stereo not drawn)
-2.1 | 6.9 | 0.9 | -1.4 | 2.4 | -5.2 | 2.3 | 2.1 | -1.4 | -5.9 | CCOc1cc(NC(=O)c2ccccn2)c(OCC)cc1NC(=O)c1ccccc1
-0.2 | 0.0 | 6.5 | 4.0 | 3.2 | -1.5 | -2.2 | 0.3 | -2.7 | -0.1 | O=c1c2c(-c3ccc(Cl)cc3)csc2ncn1/N=C/c1cccc([N+](=O)[O-])c1O
7.2 | 10.3 | 10.1 | 6.2 | 1.3 | -3.2 | -3.6 | -0.4 | -2.6 | 0.4 | Cc1ccccc1NC(=S)Nn1cnnc1
-9.6 | -3.0 | 11.8 | -6.8 | 5.0 | 4.5 | 0.9 | 1.0 | -3.3 | 0.2 | C[C@H](CO)N1C[C@H](C)[C@H](CN(C)C(=O)NC2CCCCC2)Oc2ncc(Br)cc2C1=O
-2.1 | 6.2 | 3.1 | -2.6 | -1.1 | -0.9 | 5.0 | 3.1 | 10.3 | 0.8 | Cc1cc(N2CCOCC2)nc(SCc2c(Cl)cccc2Cl)n1

Later entries
DDE Tn7 FP inh | TDP2 absorb | ARFGAP1 inh | ASAP1 GAP inh | LEDGF integ inh | DDE Tn6 FP inh | ADAM17 inh | PLCg1 inh | ADAM10 inh | proKLK7 act | Molecule
-4.6 | -10.7 | -6.3 | -6.1 | 4.0 | -4.0 | -2.1 | -2.3 | 0.2 | 0.2 | CCS(=O)(=O)N1Cc2ccccc2CC1C(=O)Nc1ccc(F)c(F)c1 (stereo not drawn)
-9.2 | -10.1 | -4.7 | 3.0 | 2.2 | 3.5 | 0.6 | 1.2 | -1.3 | 0.1 | Cc1cc(SCC(=O)NC2CCCC2)nc2ccccc12
-7.8 | 6.0 | . | . | 3.5 | -9.1 | -3.3 | 1.3 | -4.3 | 0.3 | CCN(CC)C(=O)CC[C@@H]1CC[C@]2(CCCN(C(=O)c3ccno3)C2)O1
2.0 | 5.4 | 4.9 | 16.1 | 0.4 | 2.3 | -3.8 | 1.3 | -0.6 | 0.2 | CC(C(=O)Nc1ccccc1C#N)N1C(=O)NC2(CCCCCC2)C1=O (stereo not drawn)
4.7 | 11.8 | -3.5 | 3.2 | 1.1 | 4.2 | -8.5 | -2.6 | -2.6 | -0.2 | Cc1nccn1CCCNC(=O)CC1C(=O)NCCN1Cc1ccccc1C(F)(F)F (stereo not drawn)
-2.8 | 19.3 | 9.1 | 2.4 | 1.1 | 7.3 | -2.5 | 1.8 | -4.3 | 0.0 | COc1ccc(N2CCN(C3CCCN(C(=O)CCN4CCCCO4)C3)CC2)cc1 (stereo not drawn)
4.1 | 12.4 | -11.1 | -2.8 | 1.1 | -0.2 | -4.3 | 0.3 | -4.9 | 0.4 | CN(c1cccc(NC(=O)Cc2ccccc2)c1)S(C)(=O)=O
-8.1 | -15.3 | 3.6 | 12.4 | 2.0 | 8.0 | 0.3 | 5.6 | 1.4 | 0.1 | COCc1cc(=O)[nH]c(N2CCN(C(=O)c3ccco3)CC2)n1
3.5 | 6.5 | . | . | -0.5 | -3.8 | -4.7 | 3.0 | -12.7 | . | Cc1cc(C)cc(S(=O)(=O)N2CCN(c3nc(-c4cccs4)nc4ccccc34)CC2)c1
-6.0 | 17.5 | 10.2 | -5.8 | -2.8 | 3.8 | -57.4 | -75.3 | -210.7 | -15.4 | Fc1cccc(NC(=S)Nc2cccc3ccccc23)c1
6.8 | 7.5 | 5.4 | -2.8 | 1.3 | -0.8 | -3.6 | -71.9 | -11.4 | 1.1 | O=S(=O)([N-]c1nc2ccccc2nc1-[n+]1ccc(Cc2ccccc2)cc1)c1ccc(Br)s1
9.1 | 4.2 | -12.8 | -9.9 | 2.1 | 0.8 | -0.1 | 1.3 | 5.3 | 0.6 | CC(NS(=O)(=O)c1ccc(Br)cc1)c1ccccc1 (stereo not drawn)
-2.3 | 53.9* | -13.7 | 3.7 | 44.4* | 1.6 | 2.8 | 3.3 | 1.8 | -0.1 | Nn1cnnc1N/N=C/c1cc(Br)cc(Br)c1O
1.6 | -8.5 | 0.7 | 4.0 | -1.0 | 2.9 | -1.7 | 2.5 | 2.6 | -0.4 | CCOC(=O)c1c(NC(=O)CC2SC(N)=NC2=O)sc(C)c1C (stereo not drawn)
3.9 | -0.5 | 8.0 | 14.8 | -4.7 | 6.3 | -1.9 | -5.7 | 11.7 | 0.1 | COc1cc(/C=C2\SC(=S)N(CC(=O)Nc3cccnc3)C2=O)cc(OC)c1OC
7.3 | 4.3 | 3.1 | 6.3 | 1.6 | 3.4 | -5.8 | -0.8 | -10.0 | 0.5 | COC(=O)CN1C(=O)[C@H]2[C@@H](c3ccc(C)o3)N3C(=O)CN(Cc4ccccc4)C(=O)[C@@]3(Cc3ccccc3)[C@H]2C1=O
-4.0 | -1.7 | 2.3 | 5.7 | 0.1 | -0.9 | 5.8 | -0.7 | 13.6 | 0.0 | COC(=O)[C@@]1(Cc2ccccc2)[C@H]2C(=O)N(Cc3ccccc3)C(=O)[C@H]2[C@H]2CN=C(SCC(=O)c3ccccc3)N21
0.9 | -12.8 | -2.3 | 0.5 | 1.2 | -1.4 | 1.3 | 1.5 | 14.1 | 0.8 | Cc1cc(SCC#N)nc2ccccc12
-3.6 | -3.2 | 3.0 | 3.8 | 2.3 | -11.8 | -3.4 | 1.0 | 12.6 | 0.8 | CCCCn1c(SCC(=O)N2CCC(C(=O)OCC)CC2)nc2cc(S(N)(=O)=O)ccc21

Results in TDP2 absorb, ADAM10 inh and PLCg1 inh (3 entries from above):
canonical_smiles,TDP2 absorb,ADAM10 inh,PLCg1 inh
O=S(=O)([N-]c1nc2ccccc2nc1-[n+]1ccc(Cc2ccccc2)cc1)c1ccc(Br)s1,7.5,-11.4,-71.9
COCc1cc(=O)[nH]c(N2CCN(C(=O)c3ccco3)CC2)n1,-15.3,1.4,5.6
COC(=O)[C@@]1(Cc2ccccc2)[C@H]2C(=O)N(Cc3ccccc3)C(=O)[C@H]2[C@H]2CN=C(SCC(=O)c3ccccc3)N21,-1.7,13.6,-0.7
